Screens: PubChem BioAssay, National Center for Advancing Translational Sciences (NCATS)
PI5P4K alpha inh: PI5P4K alpha (human) kinase inhibition; P48426; PI5P4Kalpha enzyme, ADP-Glo luminescence, 60 min; active compounds read low; max response, %; 1.2% of 330,000 active; AID 652105; active = max response of -50% or lower; inconclusive = between -30% and -50%; inactive = -30% or higher; also: value at the top dose of about 77 µM; % is scaled to controls: 0 for no effect and ±100 for the full control effect
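ADP-Glo luminescence end-point after a 60 min room-temperature kinase reaction. PI5P4Kalpha and substrate in HEPES pH 7.4 buffer with EGTA, 0.1% CHAPS and 5% DMSO; ATP at 5 microM final.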
EPAC1 agonist: agonists of human EPAC1; EPAC1 agonist qHTS, biochemical assay; response scale: 100% = response to 6.5 mM cAMP; Potency, µM (series often up to 154 µM), for inactives: at the highest dose activation, most hits filed as activators; 0.073% of 360,000 active; AID 720707; also: potency is read from the fitted curve at half-maximal effect; nearly all actives have a fitted effect of over 60% in size
Target sequence (O95398 whole entry, looked up): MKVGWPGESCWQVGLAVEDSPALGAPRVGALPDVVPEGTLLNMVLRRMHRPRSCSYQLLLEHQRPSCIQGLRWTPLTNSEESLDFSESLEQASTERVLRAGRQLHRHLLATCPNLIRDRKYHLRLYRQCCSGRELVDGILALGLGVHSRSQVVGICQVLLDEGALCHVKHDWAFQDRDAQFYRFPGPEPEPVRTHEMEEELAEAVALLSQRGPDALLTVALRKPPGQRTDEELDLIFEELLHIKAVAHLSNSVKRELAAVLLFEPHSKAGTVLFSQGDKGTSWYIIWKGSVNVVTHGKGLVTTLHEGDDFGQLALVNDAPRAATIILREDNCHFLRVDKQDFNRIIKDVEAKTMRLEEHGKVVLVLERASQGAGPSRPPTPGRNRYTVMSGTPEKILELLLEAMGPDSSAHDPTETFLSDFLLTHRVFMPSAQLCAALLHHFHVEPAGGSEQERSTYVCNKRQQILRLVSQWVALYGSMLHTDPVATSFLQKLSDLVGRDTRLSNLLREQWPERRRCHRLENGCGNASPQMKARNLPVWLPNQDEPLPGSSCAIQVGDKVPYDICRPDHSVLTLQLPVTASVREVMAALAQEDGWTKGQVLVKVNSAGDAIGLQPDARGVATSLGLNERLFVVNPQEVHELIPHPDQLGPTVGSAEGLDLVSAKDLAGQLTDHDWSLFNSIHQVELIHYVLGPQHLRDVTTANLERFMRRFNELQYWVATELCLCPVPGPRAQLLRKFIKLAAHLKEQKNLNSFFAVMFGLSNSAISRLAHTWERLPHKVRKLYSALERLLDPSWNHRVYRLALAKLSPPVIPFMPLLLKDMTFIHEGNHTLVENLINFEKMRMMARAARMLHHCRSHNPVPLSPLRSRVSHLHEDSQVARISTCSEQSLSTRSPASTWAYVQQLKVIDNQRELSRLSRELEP
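Read-out is the fluorescence drop as BODIPY-GDP leaves Rap1B (480 nm excitation, 540 nm emission), recorded every 5 minutes over 30 minutes. Reactions held 100 nM EPAC1, 250 nM Rap1B–BODIPY-GDP and 50 uM GDP, with 6.5 mM cAMP setting full activation.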
Abeta yeast res: A-beta toxicity reversal in yeast | yeast expressing A-beta42, growth rescue, OD600, 48 h; response scale: 0% DMSO, 100% iron-clioquinol control | Potency, µM (highest dose often 46.1 µM), without a hit: top-dose growth rescue, actives largely listed as activators | 0.063% of 410,000 active; also: potency is read from the fitted curve at half-maximal effect; nearly all actives have a fitted effect of over 55% in size
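Growth rescue measured by 600 nm absorbance after 48 h yeast culture at 30 C with compound. Values normalized between DMSO and an equimolar ferric chloride plus clioquinol control.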
EPAC1 antagonist: antagonists of human EPAC1. 0.14% of 360,000 active. O95398. Potency, µM (series often up to 115 µM), without a hit: at the highest dose activity change, negative = inhibition, actives largely listed as inhibitors. EPAC1 GEF assay, Rap1b-BODIPY-GDP exchange fluorescence;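 also: potency is read from the fitted curve at half-maximal effect; plate controls were vehicle for no effect and positive control for full effect; nearly all actives have a fitted effect of over 50% in size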
IL-2 act: activators of IL-2; IL-2 activation reporter assay, cell-based qHTS; stimulated with anti-CD3/CD4/CD28 beads; in transgenic mouse T cells; activation, % (series mostly up to about 46 µM); 0.065% of 360,000 active; AID 652025; in the data active = activation above about 50%; inconclusive = mostly about 30% to 49%; also: 0% is about no effect
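Unstimulated transgenic mouse T cells, 750 per well, received compound and, after 60 minutes, anti-CD3/anti-CD4 bead plus anti-CD28 stimulation. EGFP and DsRed were quantified after 18 hours.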
WRN helicase inh: WRN helicase (human) inhibition. Q14191. WRN helicase unwinding, fluorescent forked duplex, kinetic. Potency, µM (top dose mostly 114 µM), for inactives: at the top dose activity change, negative = inhibition, actives largely listed as inhibitors. 0.46% of 360,000 active. AID 651768; also: potency is read from the fitted curve at half-maximal effect; % is scaled to controls: 0 for no effect and ±100 for the full control effect; nearly all actives have a fitted effect of over 55% in size
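Kinetic red-fluorescence monitoring (525/598 nm) tracks WRN helicase activity after 100 nM fluorophore-quencher forked duplex and 2 mM ATP are added to 20 nM enzyme pretreated 15 min at room temperature with compound.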
FUS suppressor: suppressors of FUS proteinopathy in yeast | S. cerevisiae FUS-expressing, growth rescue, OD600, 24 h | Potency, µM (titrated, usually from 76.6 µM), without a hit: at the highest dose growth rescue (activation), actives largely listed as activators | 0.24% of 390,000 active | AID 1347120;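 also: potency is read from the fitted curve at half-maximal effect; plate controls were DMSO vehicle for no effect and reference control for full effect; nearly all actives have a fitted effect of over 55% in size; some results filed as inactive show a strong effect at the top dose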
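Galactose (2%) drives FUS expression in yeast precultured in raffinose; seeding density OD 0.005. Test compounds incubated 24hr at 30C and 99% humidity before absorbance at 600 nm was measured.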
PLK1 PBD block: inhibitors of human PLK1 polo-box domain binding | P53350 | Plk1 PBD binding of FITC phosphopeptide, fluorescence polarization | Potency, µM, without a hit: max response, negative = inhibition, hits mostly inhibitors | 2.8% of 360,000 active; also: potency is read from the fitted curve at half-maximal effect; series mostly up to about 57 µM; % is scaled to controls: 0 for no effect and ±100 for the full control effect; nearly all actives have a fitted effect of over 65% in size
* = called active by the depositor; ? = inconclusive; . = not tested or not shown; & = joins results of further samples; [ ] = another dose, or the depositor's remark. Unless noted, calls follow the shape of the dose curve; as a rule, active = well fitted curve in the direction sought with a large enough effect; inconclusive = small, poorly fitted or top-dose-only effect, or another doubt; inactive = no such curve, though single readings can be large; an effect the other way counts as inactive or inconclusive.

SMILES	PI5P4K alpha inh	EPAC1 agonist	Abeta yeast res	EPAC1 antagonist	IL-2 act	WRN helicase inh	FUS suppressor	PLK1 PBD block
O=C(c1ccco1)N1CCn2cccc2C1c1ccccc1 (centres undefined)	6	-1%	-4%	-24%	-0.6	-12%	18%	0%
Cc1ccnc2c1ccc1ccccc12	10	7%	11%	5%	-0.2	1%	-27%	-5%
O=C(O)Cn1ccc2cc(S(=O)(=O)N3CCCCC3)ccc21	-2	-9%	9%	2%	3.0	1%	-3%	-1%
COc1ccc(/C=N/NC(=O)c2ccoc2C)cc1COc1c(C)cccc1C	-6	-3%	-14%	4%	-0.6	2%	21%	-4%
N#C/C(=C/c1cn(CC(=O)O)c2ccccc12)C(=O)NCc1ccccc1	-6	5%	-4%	-14%	4.3	-2%	18%	-5%
Cc1cc(C)c2c3c(sc2n1)C(=O)N(c1ccccc1)CC(=O)N3	-1	0%	-35%[inhibitor]	0%	-0.7	-4%	10%	-9%
Cc1ccc(NC(=O)c2cccc3ccccc23)cc1	-3	-1%	-9%	2%	-0.6	-8%	-14%	-1%
CCCCc1ccc(-c2c(C#N)c(N)nc3c2CCCC3)s1	2	-2%	-10%	1%	-4.0	1%	9%	-4%
N#C/C(=C\c1ccc[nH]1)C(=O)N1CCCCC1	7	7%	1%	-18%	1.2	0%	24%	-9%
COC(=O)c1ccc(NC(=O)CCc2nnc3ccc(NCc4ccco4)nn23)cc1	?	3%	1%	?	4.1	-5%[11.6 µM]	24%	-9%
N#C/C(=N\O)c1nc2ccccc2s1	-11	4%	-1%	-28%	1.3	5%	-13%	-3%
CC(C)CCC[C@](C)(O)c1ccc(C(=O)O)cc1O	-6	-17%	-6%	1%	0.3	3%	-2%	-2%
CC(=O)c1ccc(NC(=O)CSCC(=O)Nc2ccc3ccccc3c2)cc1	4	-7%	12%	-6%	-2.0	-13%[57.1 µM]	-6%	0%
COc1ccc(-c2ccc(NS(=O)(=O)c3cc([N+](=O)[O-])ccc3C)cc2)nn1	-7	0%	22%	-5%	-1.8	-3%	27%	-5%
Cc1ccc2[nH]c3c(c2c1)CCN(C)C3	1	7%	-20%	7%	0.3	-5%	16%	-1%
CC(=O)c1ccc(OC(=O)Cc2cccc3ccccc23)cc1	15	13%	?	-10%	-0.7	-11%	-6%	-22%
CCc1cc2c(=O)[nH]c(N3CCCC3)nc2s1	-8	1%	-6%	-4%	-4.4	-2%	12%	-6%
CC(Sc1ccsc1[N+](=O)[O-])C(=O)NCCc1ccc(Cl)cc1 (centres undefined)	.	-13%	19%	-14%	0.8	-21%	5%	-16%
Cc1ccc(C(=O)N/C(=C\c2cn(S(=O)(=O)N(C)C)c3ccccc23)C(=O)N2CCCC2)cc1	8	0%	6%	1%	6.8	-5%	?	-6%
CCN(CC)CCCN(CC(=O)N(C)Cc1ccccc1)C(=O)c1ccc([N+](=O)[O-])cc1	-3	7%	-3%	1%	3.5	7%	-14%	7%
COc1ccc(NC(=O)CS(=O)(=O)c2cn(CC(=O)N3CCOCC3)c3ccccc23)cc1	0	-6%	-20%	-5%	-0.1	-1%	8%	-5%
Cc1cc(S(=O)(=O)N2CCCC2)ccc1OCC(=O)N1CCC(C(N)=O)CC1	-24	5%	1%	-14%	0.4	-18%	13%	-4%
O=[N+]([O-])c1cccc(Cl)c1CSc1ccccn1	-3	-3%	?	1%	-1.8	0%	4%	-18%
O=C(CSC1=NS(=O)(=O)c2cc(F)ccc2N1)NCc1ccc(F)cc1	-3	-8%	0%	-3%	0.6	-10%	10%	-6%
CC1(c2ccccc2)NC(=O)N(CC(=O)Nc2ccc(S(=O)(=O)NC3=NCCCCC3)cc2)C1=O (centres undefined)	4	3%	-6%	3%	0.8	6%	12%	-11%
C/C(=N/NC(=O)c1ccc2c(c1)OCO2)c1ccc(NC(=O)c2ccc(F)cc2)cc1	-4	20%	8%	-26%	-1.1	0%	-19%	-6%
CCc1cc(=O)oc2cc(C)c(CN3CCCC(C)C3)c(O)c12 (centres undefined)	.	-3%	11%	-27%	-2.4	35µM*	7.1µM*	?
Brc1nc(Br)n(Cc2ccccc2)n1	2	-3%	-5%	6%	-3.0	-1%	-8%	-8%
O=C(NC(=S)Nc1cc(S(=O)(=O)N2CCOCC2)ccc1N1CCOCC1)c1ccco1	1	-6%	-13%	-1%	-6.2	3%	-2%	-9%
COc1ccccc1NC(=O)NCCN1CCNC1=O	-10	1%	2%	1%	-2.5	-3%	-9%	2%
Cc1cccc(OCc2nnc(SCC(=O)Nc3cccc(C(=O)N4CCOCC4)c3)n2C)c1	-1	4%	3%	2%	-2.3	0%	2%	3%
O=C(CN1C(=O)COc2ccccc21)NCCN1CCCC1	0	12%	1%	?	0.4	-6%	0%	-12%
COc1ccc(NS(=O)(=O)c2ccc(C)c(C(=O)NCc3ccccc3CN3CCCC3)c2)cc1	?	2%	-13%	-3%	-0.9	-1%	-16%	-6%
CCCc1cc(=O)oc2cc(OC3CCCCC3=O)ccc12 (centres undefined)	2	13%	-9%	3%	-0.7	1%	-20%	-3%
Cc1oc(-c2ccc(Cl)cc2)cc1C(=O)N1CCC1(C)C(=O)O (centres undefined)	-52*	1%	-41%[inhibitor]	-13%	-0.1	0%	-10%	?
CC/C(=N/NS(=O)(=O)c1ccc(Cl)cc1)c1ccc(O)cc1	13	-9%	0%	-11%	1.1	-2%	.	2%
Cc1ccc(C)c(OCC(=O)N(Cc2nnc(-c3ccccc3Cl)o2)C2CC2)c1	11	4%	3%	3%	-4.5	-4%	25%	-3%
O=C(COc1ccc(Cl)cc1)Nc1nnc(S(=O)(=O)N2CCCCCC2)s1	-10	-13%	-13%&-17%	-7%	-2.9	-7%	-19%&-7%	-7%
CC(=O)c1cccc(NC(=O)CN(c2ccccc2F)S(C)(=O)=O)c1	.	6%	1%	8%	1.4	9%	31%	-8%
Cc1nc2ncnn2c(C)c1CCC(=O)N1CCc2ccccc21	0	4%	9%	5%	0.0	-11%	20%	2%
CCOc1ccc(C(=O)OCC(=O)Nc2cc(C)on2)cc1OCC	.	6%	-6%	-1%	-0.9	1%	7%	-2%
CN(C)c1ncnc2c1ncn2[C@H]1CN(Cc2ccc(F)cc2)C[C@@H](CO)O1	1	-3%	-22%	3%	-0.4	-2%	-3%	-5%
O=C(COC(=O)c1ccc([N+](=O)[O-])o1)Nc1nc2ccccc2s1	-3	12%	-58%[inhibitor]	-16%	-1.6	-6%	6%	-18%
C[N+]1(CC2COC3(CCCCC3)O2)CCCCC1 (centres undefined)	-3	5%	-29%	16%	0.3	18%	5%	-24%
COCCNC(=O)c1ccccc1NC(=O)c1ccccc1N(C)S(=O)(=O)c1ccc(C)cc1	-3	-1%	10%	-17%	2.0	1%	-2%	-13%
COc1ccc(CNC(=O)c2ccc3c(c2)N(C)C(=O)CS3=O)cc1 (centres undefined)	3	-3%	5%	-10%	-4.0	-5%	13%	0%
Cc1nnc(SCc2nc3ccccc3nc2C)s1	-2	5%	5%	-18%	-1.7	6%	-5%	-11%
CCN1CCN(Cc2c(C(=O)N/N=C(\C)c3ccc(Cl)cc3)nnn2-c2nonc2N)CC1	3	-16%	-6%	-10%	-2.9	11%	4%	-3%
CC(C)Oc1ccc(C2c3c(oc4ccccc4c3=O)C(=O)N2CCCN2CCOCC2)cc1 (centres undefined)	.	7%	9%	-13%	7.2	-14%	6%	-27%
CN(Cc1ccccc1Br)C(=O)CN1C(=O)NC2(CCCCCC2)C1=O	5	8%	8%	6%	0.1	3%	20%	3%
C=CCC1(C#N)C(=S)NC2=C(C(=O)CC(C)(C)C2)C1c1ccc(Br)cc1 (centres undefined)	-8	1%	5%	-7%	-1.5	-25%[57.1 µM]	-5%	-6%
CC(=O)NC(Cc1ccc(F)c(F)c1)C(=O)NC1CCN(C(=O)c2ccc(C)cc2)CC1 (centres undefined)	2	-13%	8%	-3%	-3.2	13%	-2%	-4%
O=C1CC[C@@H](C(=O)N2CSC[C@@H]2C(=O)Nc2cccc(C(F)(F)F)c2)N1	3	-9%	1%	4%	-1.1	15%	-6%	-7%
COc1ccc(CCN(C)Cc2ccc(OC)c(OCc3ccccc3)c2)cc1OC	.	-8%	39%	0%	-1.3	3%	14%	1%
CN(C)c1ccc(C(=O)/C=C/c2ccccc2)cc1	11	-80%[inhibitor]	2%	22%	0.3	0%	2%	1%
COc1ccc(S(=O)(=O)N(C)[C@H]2C[C@H]3c4cc(Oc5ccccc5C)ccc4CCN3C(=O)[C@H]2[C@H](C)O)cc1	2	-6%	6%	-11%	-4.9	-4%	?	1%
CCOC(=O)N(C)c1ccc(C(O)(C(F)(F)F)C(F)(F)F)cc1	0	-20%	18%	-6%	-1.2	-7%	-5%	-3%
Nc1cnccc1Oc1cccc(C(F)(F)F)c1	-4	2%	-11%	0%	0.5	7%	3%	-2%
O=C(CNC(=O)c1ccccc1F)N/N=C/c1ccco1	-1	3%	4%	-10%	-2.8	-2%	-26%	-9%
Cc1ccc(NC(=O)N2CCCC(c3ccccc3)C2)cc1 (centres undefined)	0	8%	31%	-9%	-3.1	-7%	-12%	-1%
Cc1cc(NC(=O)CSc2n[nH]c(-c3ccc(Cl)cc3Cl)n2)no1	1	-2%	-19%	5%	0.6	5%	-4%	-18%
COc1ccc(NC(=O)c2cc(-c3cc(C)ccc3O)n[nH]2)cc1Cl	.	10%	-1%	-9%	-1.9	-6%	30%	-5%
CC(=O)Nc1ccc(S(=O)(=O)N[C@@H](C)C(=O)OCC(=O)c2ccc(C)cc2)cc1	2	-8%	-3%	1%	-0.4	-1%	14%	0%

Three entries from above, comma-delimited.
Structure,PI5P4K alpha inh,EPAC1 agonist,Abeta yeast res,EPAC1 antagonist,IL-2 act,WRN helicase inh,FUS suppressor,PLK1 PBD block
O=C1CC[C@@H](C(=O)N2CSC[C@@H]2C(=O)Nc2cccc(C(F)(F)F)c2)N1,3,-9%,1%,4%,-1.1,15%,-6%,-7%
COc1ccc(CCN(C)Cc2ccc(OC)c(OCc3ccccc3)c2)cc1OC,.,-8%,39%,0%,-1.3,3%,14%,1%
CN(C)c1ccc(C(=O)/C=C/c2ccccc2)cc1,11,-80%[inhibitor],2%,22%,0.3,0%,2%,1%
